Screening data deposited in PubChem by National Center for Advancing Translational Sciences (NCATS).
FEN1 inhibitor: qHTS Assay for the Inhibitors of Human Flap endonuclease 1 (FEN1). AID 588795, 2011. actives 0.35% (n = 390,000). Potency, µM (highest dose often 114 µM), for the others: top-dose activity change, negative = inhibition, usual class: inhibitors. Recombinant FEN1 flap cleavage, fluorescence, 15 min. P39748; also: nearly all actives have a fitted effect of over 65% in size
Target sequence (P39748 whole entry, looked up): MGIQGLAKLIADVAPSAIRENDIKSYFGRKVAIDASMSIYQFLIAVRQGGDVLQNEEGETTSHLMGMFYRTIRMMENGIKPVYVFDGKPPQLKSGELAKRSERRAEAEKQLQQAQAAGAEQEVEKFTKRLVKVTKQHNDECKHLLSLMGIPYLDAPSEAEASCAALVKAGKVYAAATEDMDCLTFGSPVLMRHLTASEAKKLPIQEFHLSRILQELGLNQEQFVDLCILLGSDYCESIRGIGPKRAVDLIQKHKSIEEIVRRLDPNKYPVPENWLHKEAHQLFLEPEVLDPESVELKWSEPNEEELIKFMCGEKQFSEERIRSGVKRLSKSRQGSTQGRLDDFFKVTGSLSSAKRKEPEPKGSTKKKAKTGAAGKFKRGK
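Reaction started by adding substrate (50 nM final) to 10 nM enzyme after 15 min room-temperature compound preincubation. Reads at 0 and 15 min, with data normalized and fitted to a four-parameter Hill equation.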
GCN5L2 inh: qHTS Assay for Inhibitors of GCN5L2; GCN5L2 HAT assay, ThioGlo1 CoA-SH fluorescence; Potency, µM (series often up to 58.9 µM), for the others: top-dose activity change, negative = inhibition, hits mostly inhibitors; actives 0.21% (n = 390,000); Histone acetyltransferase KAT2A (Homo sapiens), Q92830; AID 504327, 2011
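Preincubate 20nM GCN5L2 with compound 15 min, RT → add 50uM ThioGlo1 + 75uM H3(1-25) + 70uM acetyl-CoA → read fluorescence 0 and 20 min. Primary qHTS; fluorescent artifacts likely.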
N370S GC: qHTS Assay for Inhibitors and Activators of N370S glucocerebrosidase as a Potential Chaperone Treatment of Gaucher Disease; Lysosomal acid glucosylceramidase (Homo sapiens), P04062; N370S GC spleen homogenate, 4MU-glucoside fluorescence; Potency, µM (titrated, usually from 59.4 µM), inactives show at the highest dose activity change, negative = inhibition, most hits filed as inhibitors; actives 0.092% (n = 330,000);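 also: 0% = full enzyme activity and -100% = no enzyme basal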
* = called active by the depositor. Calls follow the shape of the dose curve; as a rule, active = well fitted curve in the direction sought with a large enough effect; inconclusive = small, poorly fitted or top-dose-only effect, or another doubt; inactive = no such curve, though single readings can be large; an effect the other way counts as inactive or inconclusive. Unless noted, % is scaled to controls: 0 for no effect and ±100 for the full control effect; potency is read from the fitted curve at half-maximal effect. The order is random, and some 0.54% of all compounds hit somewhere here.

`CCOC(=O)c1cccc(NC(=O)CCc2nnc3ccc(N4CCOCC4)nn23)c1` gave FEN1 inhibitor 11%, GCN5L2 inh 0% and N370S GC -1%.
Screening O=c1[nH]c2ccc(NCc3ccc(-c4cccc(Cl)c4)o3)cc2[nH]1 returned FEN1 inhibitor -11% and GCN5L2 inh -7%.
COc1ccc(CN(C(=S)Nc2ccccc2)C2CC(=O)N(c3ccccc3)C2=O)cc1 (centres undefined) was read as FEN1 inhibitor 9%, GCN5L2 inh -5% and N370S GC -7%.
Screening COc1ccc(NC(=O)c2c(NC(=O)CCC(=O)O)sc3c2CCCCC3)cc1 returned FEN1 inhibitor -14%, GCN5L2 inh -5% and N370S GC 2%.
For Cc1ccc(S(=O)(=O)N(CCc2ccccc2)CC(=O)Nc2ccc(Br)cc2)cc1 the results were FEN1 inhibitor -20% and GCN5L2 inh 1%.
`Cc1cc(=O)oc2c(C(=O)/C=C\c3cccs3)c(O)ccc12` gave FEN1 inhibitor -14%, GCN5L2 inh -5% and N370S GC -13%.
COC(=O)/C=C/C(=O)Nc1cccnc1 was read as FEN1 inhibitor 2%, GCN5L2 inh 0% and N370S GC 8%.
`COCC(C)N1CCC(Oc2ccc(C(=O)NCc3ccccn3)cc2)CC1` (centres undefined) gave FEN1 inhibitor -3%, GCN5L2 inh -2% and N370S GC -17%.
NC(=O)c1ccc[n+](CCC[n+]2cccc(C(N)=O)c2)c1 was read as FEN1 inhibitor -1%, GCN5L2 inh 0% and N370S GC -1%.
`O=C(Cn1c(=O)n(-c2ccc(Cl)cc2)c(=O)c2c3c(sc21)CCC3)c1ccccc1` gave FEN1 inhibitor 4% and GCN5L2 inh -3%.
`O=C(NCc1ccc(Cl)cc1)N1CCc2ccccc2C1` gave FEN1 inhibitor 7%, GCN5L2 inh -18% and N370S GC 8%.
Cc1ccc(/C=N/NC(=O)CN2CCN(Cc3ccccc3)CC2)s1 was read as FEN1 inhibitor -9%, GCN5L2 inh -11% and N370S GC -1%.
CC(C(=O)NCc1ccccc1Cl)n1ccc2cc(S(=O)(=O)N3CCCCC3)ccc21 (centres undefined) was read as FEN1 inhibitor 18% and GCN5L2 inh -8%.
Screening O=C(CSc1nc2ccccc2o1)N1N=C(c2cccs2)CC1c1ccc(F)cc1 (centres undefined) returned FEN1 inhibitor 1%, GCN5L2 inh -7% and N370S GC 5%.
CCC(Sc1ncc(S(=O)(=O)c2ccc(C)cc2)c(=O)[nH]1)C(=O)Nc1cc(C)ccc1C (centres undefined) was read as FEN1 inhibitor 6% and GCN5L2 inh -5%.
For CCCCCCCCC(=O)NNC(=O)c1c(O)c2ccccc2n(CCC)c1=O the results were FEN1 inhibitor 0%, GCN5L2 inh -1% and N370S GC 6%.
Screening COCCNCCCCOc1ccc(Br)cc1C returned FEN1 inhibitor 3%, GCN5L2 inh -4% and N370S GC -9%.
Screening CN(C)c1nc(OCCOC(=O)c2ccccc2)nc(N(C)C)n1 returned FEN1 inhibitor -2%, GCN5L2 inh -4% and N370S GC 3%.
Screening COc1ccccc1CCCNC(=O)C1CCC(=O)N(CCN2CCOCC2)C1 (centres undefined) returned FEN1 inhibitor -1%, GCN5L2 inh inconclusive and N370S GC -10%.
Screening CCc1ccccc1NC(=O)Cn1nc(CC)n2c(cc3sccc32)c1=O returned FEN1 inhibitor 20% and GCN5L2 inh -4%.
Screening COc1ccc(C)cc1S(=O)(=O)N1CCC(C(=O)NCCc2ccccc2)CC1 returned FEN1 inhibitor -1%, GCN5L2 inh -4% and N370S GC -11%.
N=C1C(c2ccccc2)=C(O)CN1c1cccc(S(=O)(=O)N2CCOCC2)c1 was read as FEN1 inhibitor 12%, GCN5L2 inh -7% and N370S GC 3%.
Cc1cccc(C)c1NC(=O)CSc1nc(-c2cccs2)cc(C(F)(F)F)n1 was read as FEN1 inhibitor -18% and GCN5L2 inh -5%.
Screening COc1ccc(NC(=O)c2cnn(-c3ccccc3)c2C)cc1OC returned FEN1 inhibitor -1%, GCN5L2 inh 8% and N370S GC -2%.
For CN1CCN(c2nc3c(S(=O)(=O)c4ccc(Br)cc4)nnn3c3ccsc23)CC1 the results were FEN1 inhibitor -9% and GCN5L2 inh -13%.
For COc1ccc(C(=O)Nc2ccc(Cl)cc2C(=O)NCc2ccco2)cc1OC the results were FEN1 inhibitor 6%, GCN5L2 inh -16% and N370S GC -23%.
Screening CN(NC(=O)COc1ccccc1)c1ccccc1 returned FEN1 inhibitor -8%, GCN5L2 inh 0% and N370S GC 4%.
`CCOc1cc(-c2sc(Nc3cc(C)ccc3OC)n[n+]2-c2ccccc2)ccc1OC` gave FEN1 inhibitor 0%, GCN5L2 inh 1% and N370S GC 9%.
For C[C@@H]1CN([C@@H](C)CO)C(=O)c2cccc(NC(=O)c3nc4ccccc4s3)c2O[C@@H]1CN(C)CC1CC1 the results were FEN1 inhibitor 6% and GCN5L2 inh -4%.
Screening CCc1cc(C(=O)NCCN(C)C)cs1 returned FEN1 inhibitor 1%, GCN5L2 inh 0% and N370S GC -5%.
Screening N#CC1CN(Cc2ccccc2)CN(Cc2ccccc2)C1 returned FEN1 inhibitor 15%, GCN5L2 inh -2% and N370S GC -3%.
`CCCn1c(C(C)Nc2nc(-c3ccc(OC)cc3)cs2)nc2ccccc21` (centres undefined) gave FEN1 inhibitor -13%, GCN5L2 inh 1% and N370S GC -1%.
For CCCn1nc(NS(=O)(=O)c2cccc3nonc23)c2cc3cc(C)ccc3nc21 the results were FEN1 inhibitor 14%, GCN5L2 inh 0% and N370S GC 4%.
Screening Cc1nnc2ccc(-c3ccc(NS(=O)(=O)c4ccccc4[N+](=O)[O-])cc3)nn12 returned FEN1 inhibitor -31% and GCN5L2 inh -24%.
CC(C)N(CCCNC(=O)C1CCN(C(=O)c2cc3sccc3n2C)CC1)Cc1ccccc1 was read as FEN1 inhibitor 20%, GCN5L2 inh inconclusive and N370S GC -2%.
For CCOC(=O)c1sc(NC(=O)c2c(C)nn(Cc3ccccc3)c2C)cc1C the results were FEN1 inhibitor inconclusive, GCN5L2 inh -14% and N370S GC 6%.
Screening COc1ccc(C(=O)c2sc(Nc3ccc(NC(C)=O)cc3)nc2C)cc1 returned FEN1 inhibitor -20%, GCN5L2 inh -8% and N370S GC -1%.
For COc1ccc(OC)c(-n2nnnc2SCC(=O)Nc2ccccc2N2CCOCC2)c1 the results were FEN1 inhibitor 0%, GCN5L2 inh -3% and N370S GC 3%.
Screening Cn1nnnc1SCc1ccccc1F returned FEN1 inhibitor -1%, GCN5L2 inh -3% and N370S GC -11%.
CCOC(=O)CSc1nc2c(c(=O)[nH]c(=O)n2C)n1Cc1ccccc1 was read as FEN1 inhibitor 2%, GCN5L2 inh inconclusive and N370S GC 10%.
Screening CCOc1ccc(OCC)c(Nc2cc(C)nc3nc(-c4ccco4)nn23)c1 returned FEN1 inhibitor 14% and GCN5L2 inh -6%.
`N#CC1CCN(c2ncccc2[N+](=O)[O-])CC1` gave FEN1 inhibitor 12%, GCN5L2 inh -6% and N370S GC 0%.
Screening COc1cccc(CNC(=O)c2c(C)nn(-c3ccc(F)cc3)c2-n2cccc2)c1 returned FEN1 inhibitor -17% and GCN5L2 inh 2%.
For O=C(NC1=NN(c2ccccc2)CC1)Nc1ccccc1F the results were FEN1 inhibitor -13%, GCN5L2 inh -4% and N370S GC 9%.
For COc1ccc(-c2ccc(C)cc2)cc1[C@H]1[C@H]2C=CC[C@@H](C)[C@@H]2C(=O)N1Cc1ccccc1 the results were FEN1 inhibitor -12%, GCN5L2 inh 13% and N370S GC 8%.
Screening O=C(CSc1nnc2c(n1)[nH]c1ccccc12)Nc1cccc(S(=O)(=O)N2CCOCC2)c1 returned FEN1 inhibitor -12%, GCN5L2 inh -2% and N370S GC 2%.
COc1ccc2nc(NC(=O)c3nc(S(=O)(=O)Cc4ccccc4)ncc3Cl)sc2c1 was read as FEN1 inhibitor 18% and GCN5L2 inh -18%.
CC(C)NC(=O)CN1C(=O)CSc2ccc(S(=O)(=O)N3CCCC3)cc21 was read as FEN1 inhibitor -10%, GCN5L2 inh -1% and N370S GC -2%.
For O=C(C(Cc1ccccc1)N1C(=O)C2C3CCC(C3)C2C1=O)N1CCCCC1 (centres undefined) the results were FEN1 inhibitor -8%, GCN5L2 inh 4% and N370S GC 1%.
O=C(CN1CCN(c2cccc(Cl)c2)CC1)Nc1ccc([N+](=O)[O-])cc1C(=O)Nc1ccccc1F was read as FEN1 inhibitor -17%, GCN5L2 inh -6% and N370S GC 3%.
Screening CCOC(=O)c1c(NC(=O)CN2CCN(C(=O)c3ccco3)CC2)sc(C(N)=O)c1C returned FEN1 inhibitor 4%, GCN5L2 inh -5% and N370S GC 3%.
`Cc1nc(N/N=C/c2ccc(Br)cc2)cc(N2CCOCC2)n1` gave FEN1 inhibitor 4%, GCN5L2 inh -1% and N370S GC -9%.
`COc1ccc(NC(=O)C2CCCNC2)cc1OCC(C)C` (centres undefined) gave FEN1 inhibitor -2%, GCN5L2 inh -10% and N370S GC -17%.
CC(=O)N(C)c1ccc(NC(=O)c2cnn(C)c2)cc1 was read as FEN1 inhibitor 0%, GCN5L2 inh 2% and N370S GC 6%.
Screening COc1ccc(CNC(=O)CN2C(=O)C(c3ccccc3)Oc3cccnc32)cc1 (centres undefined) returned FEN1 inhibitor 10%, GCN5L2 inh 1% and N370S GC 0%.
`O=C(OCC(=O)N1CCN(C(=O)c2ccco2)CC1)c1cc(-c2cccc(Br)c2)nc2ccccc12` gave FEN1 inhibitor -12%, GCN5L2 inh -7% and N370S GC 11%.
For CCCCCc1cc(=O)oc2c(C(CCN(CC)CC)c3ccc(N(C)C)cc3)c(OC)cc(OC)c12 (centres undefined) the results were FEN1 inhibitor -21%, GCN5L2 inh -1% and N370S GC inconclusive.
C/C(=N\NC(=O)CN(c1ccc(C)cc1)S(C)(=O)=O)c1cccs1 was read as FEN1 inhibitor -6%, GCN5L2 inh 1% and N370S GC 7%.
`COc1ccc(N2CCN(C(=O)CNC(=O)c3ccc(Br)o3)CC2)cc1` gave FEN1 inhibitor 6%, GCN5L2 inh -4% and N370S GC -1%.
Cc1cc(NS(=O)(=O)c2ccc(NC(=O)/C=C/c3cccc(Cl)c3)cc2)no1 was read as FEN1 inhibitor 2%, GCN5L2 inh inconclusive and N370S GC -16%.
For CCC1Oc2ccc(C)cc2N(CC(=O)NCCCN2CCOCC2)C1=O (centres undefined) the results were FEN1 inhibitor 3%, GCN5L2 inh 0% and N370S GC -1%.
For CCCCC1(C)NC(=O)N(CC(=O)Nc2ccc(Cl)cc2C)C1=O (centres undefined) the results were FEN1 inhibitor -10% and GCN5L2 inh 2%.
Screening COc1ccc(CNC(=O)c2cccc(C)c2[N+](=O)[O-])cc1 returned FEN1 inhibitor -4%, GCN5L2 inh -11% and N370S GC 0%.
Screening CCN(CC)CCCNC(=O)Cc1csc2nc(-c3ccc(Cl)cc3)cn12 returned FEN1 inhibitor 1% and GCN5L2 inh 2%.
For O=C(NCc1ccccc1)C(c1ccccc1)N(Cc1ccc2c(c1)OCO2)C(=O)Cc1cccs1 (centres undefined) the results were FEN1 inhibitor -18%, GCN5L2 inh -6% and N370S GC 6%.

10 neighbouring compounds from above:
`COc1ccc(NC(=O)C2CCCNC2)cc1OCC(C)C` (centres undefined) gave FEN1 inhibitor -2%, GCN5L2 inh -10% and N370S GC -17%.
CC(=O)N(C)c1ccc(NC(=O)c2cnn(C)c2)cc1 was read as FEN1 inhibitor 0%, GCN5L2 inh 2% and N370S GC 6%.
Screening COc1ccc(CNC(=O)CN2C(=O)C(c3ccccc3)Oc3cccnc32)cc1 (centres undefined) returned FEN1 inhibitor 10%, GCN5L2 inh 1% and N370S GC 0%.
`O=C(OCC(=O)N1CCN(C(=O)c2ccco2)CC1)c1cc(-c2cccc(Br)c2)nc2ccccc12` gave FEN1 inhibitor -12%, GCN5L2 inh -7% and N370S GC 11%.
For CCCCCc1cc(=O)oc2c(C(CCN(CC)CC)c3ccc(N(C)C)cc3)c(OC)cc(OC)c12 (centres undefined) the results were FEN1 inhibitor -21%, GCN5L2 inh -1% and N370S GC inconclusive.
C/C(=N\NC(=O)CN(c1ccc(C)cc1)S(C)(=O)=O)c1cccs1 was read as FEN1 inhibitor -6%, GCN5L2 inh 1% and N370S GC 7%.
`COc1ccc(N2CCN(C(=O)CNC(=O)c3ccc(Br)o3)CC2)cc1` gave FEN1 inhibitor 6%, GCN5L2 inh -4% and N370S GC -1%.
Cc1cc(NS(=O)(=O)c2ccc(NC(=O)/C=C/c3cccc(Cl)c3)cc2)no1 was read as FEN1 inhibitor 2%, GCN5L2 inh inconclusive and N370S GC -16%.
For CCC1Oc2ccc(C)cc2N(CC(=O)NCCCN2CCOCC2)C1=O (centres undefined) the results were FEN1 inhibitor 3%, GCN5L2 inh 0% and N370S GC -1%.
For CCCCC1(C)NC(=O)N(CC(=O)Nc2ccc(Cl)cc2C)C1=O (centres undefined) the results were FEN1 inhibitor -10% and GCN5L2 inh 2%.
